Screening results deposited in PubChem by Sanford-Burnham Center for Chemical Genomics.
EBI2 block: antagonists of human EBI2 receptor; P32249; EBI2 beta-arrestin recruitment, luminescence, 7a,25-OHC stimulated; inhibition, % at 5 µM; hit rate 0.81% among 360,000; in the data active means inhibition above about 38%;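 further: enzyme fragment complementation signal reports receptor beta-arrestin coupling in cells; 0% = agonist plus DMSO wells and 100% = wells without agonist; some results beyond the cut were filed as inactive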
Target sequence (P32249 whole entry, looked up, the tested form may be a part): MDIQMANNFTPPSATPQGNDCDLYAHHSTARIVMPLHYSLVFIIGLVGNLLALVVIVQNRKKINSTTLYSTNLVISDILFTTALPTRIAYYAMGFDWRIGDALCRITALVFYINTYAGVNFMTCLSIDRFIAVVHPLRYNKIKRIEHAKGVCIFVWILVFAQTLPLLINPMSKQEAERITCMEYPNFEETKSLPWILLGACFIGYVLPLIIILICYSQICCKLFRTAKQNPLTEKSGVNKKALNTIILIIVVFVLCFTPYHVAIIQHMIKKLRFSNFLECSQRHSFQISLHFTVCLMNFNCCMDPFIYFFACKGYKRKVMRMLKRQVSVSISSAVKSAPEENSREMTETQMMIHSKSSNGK
CXCR6 block: blocks human CXCR6 beta-arrestin recruitment; O00574; CHO-K1 PathHunter CXCR6 beta-arrestin, luminescence; inhibition, % at 20 µM; hit rate 0.36% among 360,000; AID 602244; in the data active means inhibition above about 34%, passing the limit was not always enough;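 further: antagonist mode with CXCL16 agonist at 10 nM final; 0% = 10 nM CXCL16 with DMSO and 100% = unstimulated wells without agonist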
Target sequence (O00574 whole entry, looked up): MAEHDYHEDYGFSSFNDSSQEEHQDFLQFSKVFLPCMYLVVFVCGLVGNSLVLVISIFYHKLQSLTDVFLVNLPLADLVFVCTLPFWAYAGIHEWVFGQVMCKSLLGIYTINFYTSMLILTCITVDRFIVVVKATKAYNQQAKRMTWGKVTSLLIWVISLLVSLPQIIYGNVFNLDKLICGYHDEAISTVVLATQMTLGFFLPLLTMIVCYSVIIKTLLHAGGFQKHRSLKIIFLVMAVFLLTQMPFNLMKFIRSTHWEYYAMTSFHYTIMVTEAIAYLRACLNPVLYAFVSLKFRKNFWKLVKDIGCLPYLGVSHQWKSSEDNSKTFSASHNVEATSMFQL
APJ agonist: activates the human apelin receptor APJ; P35414; CHO-K1 APJ PathHunter beta-arrestin, luminescence; 0% DMSO wells, 100% apelin; activation, % at 20 µM; hit rate 0.11% among 330,000;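 active means activation more than six SD over the plate average, tested at 20 µM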;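 further: 0% = DMSO alone and 100% = apelin-13 at 10 nM; some results filed as inactive read as strong as hits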
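Test system: CHO-K1 APJ beta-arrestin complementation cell line | Compound: Single test compound dose, 20 µM final, 1% DMSO | Incubation: Compound 90 min 25 °C, reagent 1 h | Measured by: beta-gal luminescence | Read-out basis: APJ–arrestin association signal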
UPR CHOP act: apoptotic UPR (CHOP) activation. CHO-CHOP luciferase reporter, luminescence; percent of tunicamycin response over DMSO baseline. activation, % at 10 µM. hit rate 0.34% among 330,000;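 active means at 10 µM dose, activation of 40% or more, normalized to positive control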;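 further: 100% = tunicamycin at 10 µg/mL and 0% = DMSO alone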
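Test system: CHO CHOP reporter cells. Input: 500 CHO-CHOP cells per well. Medium: F12 with 10% FBS. Technique: luciferase luminescence. Measure: percent activation relative to tunicamycin control. Dosing: 10 µM compound, 0.5% DMSO. Timing: 16-18 h cell attachment, then 6 h compound exposure, 37 °C.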
Mdm2 MdmX PPI: inhibitors of human Mdm2/MdmX interaction; O15151+Q00987; SaOS-2 split-luciferase Mdm2/MdmX complementation, luminescence; inhibition, % at 8 µM; hit rate 3% among 330,000; AID 485346;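 active means inhibition of at least 50% at 8 µM in the primary screen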
APJ antag: blocks the human apelin receptor APJ. CHO-K1 APJ beta-arrestin complementation, luminescence. inhibition, % at 20 µM. hit rate 0.32% among 330,000;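 active means inhibition above about 40% at 20 µM, limit read from the data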;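 further: cells challenged with 10 nM apelin-13 agonist together with compound; plate controls were apelin-13 plus DMSO wells for no effect and DMSO wells lacking apelin-13 for full effect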
tim23-1 inh: growth inhibitors of tim23-1 mutant yeast; S. cerevisiae tim23-1 growth, BacTiter-Glo luminescence, 24 h; inhibition, % at 20 µM; hit rate 1.3% among 330,000; AID 463212;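 active means growth inhibition of the mutant yeast at or above 50%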;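 further: temperature-sensitive mutant grown at 25 °C; plate controls were DMSO-treated mutant yeast for no effect and medium wells lacking yeast for full effect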
UPR XBP1 act: adaptive UPR (XBP1) activation | CHO-XBP1 luciferase reporter, IRE1-XBP1 UPR activation, luminescence; percent of tunicamycin response, DMSO as zero | hit rate 0.33% among 330,000 | activation, % at 20 µM;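 active means versus positive control, 20 µM dose yields 30% or more activation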;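 further: 100% = tunicamycin at 10 µg/mL and 0% = DMSO only wells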
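Material: CHO cell line with stable XBP1 luciferase reporter; schedule: 16-18 h cell attachment at 37 °C, then 6 h compound exposure; signal: glow luminescence from Steady-Glo reagent; medium: serum-containing F12 medium, 10% FBS; benchmarks: tunicamycin 10 µg/mL and vehicle-only wells; read-out: percent activation relative to tunicamycin reference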
CCR6 antag: antagonists of human CCR6 receptor | AID 493098 | hit rate 0.49% among 340,000 | inhibition, % at 20 µM | P51684 | CHO-K1 CCR6 PathHunter beta-arrestin, luminescence, CCL20-stimulated;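 active means compounds whose inhibition of the agonist-driven luminescence signal at 20 µM reaches about 50%, limit read from the data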;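 further: cells stimulated with CCL20 at 14 nM final; plate controls were DMSO with CCL20 for no effect and DMSO without agonist for full effect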
Target sequence (P51684 whole entry, looked up): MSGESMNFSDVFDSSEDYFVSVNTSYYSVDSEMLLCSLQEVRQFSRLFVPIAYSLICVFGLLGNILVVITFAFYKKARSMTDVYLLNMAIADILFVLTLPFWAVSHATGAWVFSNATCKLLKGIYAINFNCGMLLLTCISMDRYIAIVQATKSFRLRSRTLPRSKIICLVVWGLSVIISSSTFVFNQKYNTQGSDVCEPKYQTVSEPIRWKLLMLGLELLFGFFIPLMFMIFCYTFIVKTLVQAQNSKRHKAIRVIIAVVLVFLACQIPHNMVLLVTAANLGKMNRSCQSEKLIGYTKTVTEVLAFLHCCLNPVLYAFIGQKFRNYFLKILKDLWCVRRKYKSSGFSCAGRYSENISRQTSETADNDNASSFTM
Starred values were filed as active, the others as inactive; . = no result given; & = joins results of further samples.

1) O=C(N=C1SC2CS(=O)(=O)CC2N1CCc1ccc(F)cc1)C1CCCCC1 (stereo not given)
2) CC(C)(C)c1ccc(NC(=O)N2CCCN(c3c(Cl)cncc3Cl)CC2)cc1
3) Cc1cc(N(CCO)CCO)ccc1N=Nc1cc(F)ccc1F
4) CC(C)(C)NC(=O)COc1ccc(CNCCc2ccccc2)cc1
5) O=C(N/N=C/c1ccc(F)cc1)c1ccc(OCc2ccccc2)cc1
6) Cc1cccc(-n2nc3c(c2NC(=O)c2cc4ccccc4o2)CS(=O)(=O)C3)c1
7) N#CCCn1cnc2c(=S)nc[nH]c21
8) Cc1noc(C)c1C(=O)Nc1ccccc1-c1ccccc1

assay / entry	1	2	3	4	5	6	7	8
EBI2 block	5	-2	15	6	4	18	-2	6
CXCR6 block	-11	6	30	7	2	-1	3	-13
APJ agonist	-1	-6	-9	-3	-1	-6	0	-5
UPR CHOP act	-2.9	-1.8	5.3	-1.9	0.4	-1.1	-0.4	0.6
Mdm2 MdmX PPI	26	37	-79	9	11	7	12	-4
APJ antag	7	9	61*	-4	-10	-11	5	12
tim23-1 inh	-7	43	45	16	-6	41	2	0
UPR XBP1 act	2	-2	8	2	-1	-2	-6	-2
CCR6 antag	24	9	44	18	3	8	2	-1

9) Cc1c(C(=O)N2CCCCC2)c(S(=O)(=O)NCCc2ccc(Cl)cc2)c(C)n1C
10) CN(C)C(=O)CCc1ccc2c3c([nH]c2c1)[C@]1(C)[C@@H](C(=O)N2CCOCC2)C[C@H](CC(=O)NCCN2CCOCC2)C(=O)N1CC3
11) N/C(=N\OC(=O)Oc1ccccc1)c1cccc([N+](=O)[O-])c1
12) CCSc1cc(N2CCOCC2)nc(-c2ccccc2)n1
13) COc1ccccc1NS(=O)(=O)c1cc(NC(=S)NCC2CCCO2)ccc1C (stereo not given)
14) Cn1ncc2c(Nc3ccc(Cl)c(Cl)c3)ncnc21
15) CC/C(C)=N/Nc1nc(-c2cc3cccc(OC)c3oc2=O)cs1
16) Cc1cc(C)n(C(=O)CNC(=O)c2ccc(C(C)(C)C)cc2)n1

assay / entry	9	10	11	12	13	14	15	16
EBI2 block	-2	-5	-9	-6	-2	-6	-8	-5
CXCR6 block	3	4	0	-3	-1	-17	1	9
APJ agonist	-3	.	0	-1	-3	5	-3	-3
UPR CHOP act	4.5	2.3	-1.5	3.3	-1.9	4.1	2.8	6.1
Mdm2 MdmX PPI	-15	0	25	25	28	19	-12	35
APJ antag	10	.	15	-2	9	-15	25	8
tim23-1 inh	14	25	11	25	16	23	-1	23
UPR XBP1 act	-2	1	-1	-2	0	1	1	-2
CCR6 antag	13	4	5	-1	13	-11	7	8

Values in list order from above.
Nos. 10 to 13 in tim23-1 inh read 25, 11, 25, 16
Nos. 10 to 13 in EBI2 block read -5, -9, -6, -2
Nos. 10 to 13 in CXCR6 block read 4, 0, -3, -1

The results go on.
17) O=C(Nc1ccccc1F)c1cc(-c2ccco2)nc2ccccc12
18) Cc1ccsc1CN(C)C(=O)C1CCC(=O)N(CCc2cccc(F)c2)C1 (stereo not given)
19) O=c1oc(-c2ccc(Br)o2)nc2ccccc12
20) COc1cc(OC)c2ccc(=O)oc2c1
21) CCOc1cc(C(C(=O)NCC2CCCO2)N(C(=O)Cn2nnc3ccccc32)c2ccc(C(C)=O)cc2)ccc1O (stereo not given)
22) COc1ccc(C2(C(=O)Nc3ccccc3)CCOCC2)cc1
23) COc1cc(SC)ccc1C(=O)N1CCN(c2ccccc2OC)CC1
24) O=C(NCCc1ccco1)C(=O)NCC1CCCN1S(=O)(=O)c1ccccc1 (stereo not given)

assay / entry	17	18	19	20	21	22	23	24
EBI2 block	2	22	-1	0	-1	-2	25	2
CXCR6 block	8	-2	5	-9	0	1	10	3
APJ agonist	-3	-2	1	3	2	-4	1	7
UPR CHOP act	-0.8	5.0	2.5	-0.6	1.6	-0.8	-0.6	0.7
Mdm2 MdmX PPI	-11	-40	-16	6	5	7	32	31
APJ antag	-15	0	18	6	20	-2	-7	-3
tim23-1 inh	15	4	54*	4	7	12	27	-5
UPR XBP1 act	-2	-1	4	-1	-5	2	3	-2
CCR6 antag	4	5	15	-6	3	-7	-2	-3

25) COc1cc(NC(=O)C2CC2)c(C(=O)O)cc1OC
26) Cc1ccnc(NC(=O)Nc2cccc(F)c2)c1
27) Cc1ccc(S(=O)(=O)NCCSc2nnnn2-c2ccc(C(N)=O)cc2)cc1
28) COc1ccc(C2CC(c3cccs3)=NN2c2nc(-c3ccccc3)cs2)cc1OC (stereo not given)
29) CCC(=O)N1c2ccc(S(=O)(=O)N3CCN(c4cc(C)ccc4C)CC3)cc2CC1C (stereo not given)
30) CSC1=NCCN1C(=O)c1ccc2c(c1)OCO2
31) Cn1cc([N+](=O)[O-])c(C(=O)NCc2cc3cc(Cl)ccc3[nH]2)n1
32) Fc1ccc(C(c2nnnn2Cc2cccs2)N2CCN(c3ccccc3)CC2)cc1 (stereo not given)

assay / entry	25	26	27	28	29	30	31	32
EBI2 block	-16	2	1	1	13	-10	-3	12
CXCR6 block	2	4	6	4	6	-2	-6	8
APJ agonist	1	-2	-2	-3	1	4	0	-3
UPR CHOP act	0.1	-2.3	2.4	0.8	-3.7	0.2	-2.6	1.8
Mdm2 MdmX PPI	-4	-179	-7	-2	19	16	11	9
APJ antag	1	2	-34	-2	15	1	2	16
tim23-1 inh	7	9	15	19	34	9	0	37
UPR XBP1 act	1	-3	-1	2	-5	0	-3	0
CCR6 antag	-1	10	13	-1	16	-5	-31	8

Printed as active in APJ antag, among the entries above:
entry	Molecule	EBI2 block	CXCR6 block	APJ agonist	Mdm2 MdmX PPI	APJ antag	UPR XBP1 act	CCR6 antag
3	Cc1cc(N(CCO)CCO)ccc1N=Nc1cc(F)ccc1F	15	30	-9	-79	61*	8	44

Grouped by structure: those above with a tert-butyl group.
2) CC(C)(C)c1ccc(NC(=O)N2CCCN(c3c(Cl)cncc3Cl)CC2)cc1
4) CC(C)(C)NC(=O)COc1ccc(CNCCc2ccccc2)cc1
16) Cc1cc(C)n(C(=O)CNC(=O)c2ccc(C(C)(C)C)cc2)n1

assay / entry	2	4	16
EBI2 block	-2	6	-5
CXCR6 block	6	7	9
APJ agonist	-6	-3	-3
UPR CHOP act	-1.8	-1.9	6.1
Mdm2 MdmX PPI	37	9	35
APJ antag	9	-4	8
tim23-1 inh	43	16	23
UPR XBP1 act	-2	2	-2
CCR6 antag	9	18	8

Carrying on:
33) C/C(N)=C(/C#N)C(=O)CSc1nnc(Nc2cccc(C)c2)s1
34) C=CCn1c(Cc2cccs2)nnc1SCC(=O)c1cccc(Br)c1
35) CCCCNC(=S)N(CCN(CC)CC)Cc1cc2cc3c(cc2[nH]c1=O)OCCO3
36) COc1ccc(C)cc1NC(=O)C(OC(=O)c1ccc([N+](=O)[O-])o1)c1ccccc1 (stereo not given)
37) COC(=O)c1cnn(-c2ccc(C)c(C)c2)c1-n1cccc1
38) CC(=O)N1CN(C2CCCC2)Cc2c1sc1c2CCCC1
39) COc1ccc(C(=O)NCc2ccc3[nH]c(C)cc3c2)cc1OC
40) O=C(Nc1ccn(Cc2c(F)c(F)cc(F)c2F)n1)c1ccc(COc2cc(Cl)ccc2Cl)o1

assay / entry	33	34	35	36	37	38	39	40
EBI2 block	3&-7	0	-1	11	10	2	2	38
CXCR6 block	-5&-1	-2	11	-26	3	5	3	6
APJ agonist	-4	-5	1	4	-4	-2	-2	-5
UPR CHOP act	4.2	-0.8	-0.4	0.6	3.3	0.4	-1.0	-1.2
Mdm2 MdmX PPI	-133	3	10	6	5	15	21	15
APJ antag	2	-14	-11	-28	6	3	1	1
tim23-1 inh	-3	31	13	5	3	13	4	-6
UPR XBP1 act	2	-2	-4	0	1	1	5	-1
CCR6 antag	-1&9	20	13	-12	-3	21	-5	14

41) C#CCOCCOCCOCCNc1nc(N2CCN(C(=O)[C@H](CCCCN)n3cc([C@@H](N)C(C)CC)nn3)CC2)nc(N2CCN(C(=O)[C@H](Cc3cc4ccccc4[nH]3)n3cc([C@@H](N)CC(C)C)nn3)CC2)n1 (stereo not given in full)
42) Cc1cccc(OCC(=O)NS(=O)(=O)c2ccc(Br)cc2)c1
43) Cn1nc(-c2ccc(Cl)cc2)c2cc(C(=O)NCCN3CCOCC3)sc21
44) Cc1ccc(-n2c(C)nn(-c3ncc(C(F)(F)F)cc3Cl)c2=O)cc1
45) CCc1c(O)nc(SCC(=O)NCc2ccco2)[nH]c1=O
46) COC(=O)[C@H](CCSC)NC(=O)NCCc1ccc(F)cc1
47) O=C(CSc1nnc(CNC(=O)c2ccccc2F)o1)Nc1ccc2c(c1)OCCO2
48) Cc1ccc(N(CC(=O)NCCc2ccccc2)C(=O)CCC(=O)Nc2cc(C)ccn2)cc1

assay / entry	41	42	43	44	45	46	47	48
EBI2 block	4	2	0	1	2	-6	7	7
CXCR6 block	2	1	7	-4	3	-2	-5	11
APJ agonist	-5	3	-3	2	-1	-2	-3	-3
UPR CHOP act	0.6	2.0	2.0	1.2	-2.1	-0.7	-0.5	-1.3
Mdm2 MdmX PPI	-2	25	12	9	14	17	15	21
APJ antag	4	12	-5	-3	1	8	-5	0
tim23-1 inh	9	-11	42	-12	3	4	-1	18
UPR XBP1 act	3	-2	-3	0	0	0	0	-2
CCR6 antag	-12	2	-16	9	-1	10	7	11

49) Cc1nc(SCC(=O)N(C)Cc2ccco2)c2c(C)c(C)sc2n1
50) CC(/C=N/NC(=O)c1cc(-c2cccnc2)nc2c1c(C)nn2-c1ccccc1)=C\c1ccccc1
51) CC1(C)CC(=O)C2=C(C1)OC(/N=C/N1CCCC1)=C(C#N)C2c1ccccc1 (stereo not given)
52) Cc1ccc(-n2c(C)cc(C(=O)Cn3nc(C(=O)O)c4ccccc4c3=O)c2C)cc1
53) O=C(Cn1nc(Cl)nc1Cl)c1cc2ccccc2oc1=O
54) O=C(COC(=O)c1ccc(O)cc1O)NC1CCS(=O)(=O)C1 (stereo not given)
55) CC(C)[C@H](NC(=O)N1c2ccccc2NC(=O)[C@@H]1C(C)C)C(=O)N[C@H](Cc1ccccc1)C(=O)O
56) Cc1ccc(C(=O)NC(=S)Nc2cccc3nsnc23)cc1

assay / entry	49	50	51	52	53	54	55	56
EBI2 block	-9	20	7	4	10	0	-2	2
CXCR6 block	1	10	2	-1	2	5	-2	12
APJ agonist	1	-1	1	-2	0	-2	-3	-3
UPR CHOP act	-1.1	0.8	1.4	1.4	1.2	-0.8	3.2	3.9
Mdm2 MdmX PPI	11	24	8	34	-5	4	23	-18
APJ antag	2	-3	9	0	-16	-5	-10	9
tim23-1 inh	26	31	0	26	72*	15	16	-8
UPR XBP1 act	-1	-5	1	3	3	-5	4	6
CCR6 antag	8	9	-3	6	-2	6	19	45

Not all compounds are listed (hit frequency here may not be typical).
